Source: PubChem (several laboratories)
Mtb BioA inh = inhibitors of Mycobacterium tuberculosis BioA enzyme | purified M. tuberculosis BioA enzyme, plate reader | inhibition, % at 9.99 µM | actives 0.096% (n = 360,000); in the data active = inhibition above about 40%; inconclusive = no clear call, values can overlap the other calls
PfHsp40 rescue = compounds rescuing yeast from Plasmodium falciparum HSP40 toxicity; S. cerevisiae expressing PfHsp40, growth rescue, ATP luminescence; growth rescue, % at 12.5 µM; actives 0.68% (n = 340,000); in the data active = growth rescue above about 28%, passing the limit was not always enough; inconclusive = no clear call, values can overlap the other calls;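 also: yeast W303a lacking pdr1 and pdr3 grown in galactose medium; growth measured after three days at 30 °C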
UGM FP inh = Mtb UDP-galactopyranose mutase inhibition; AID 504406; purified UGM, fluorescence polarization probe displacement; actives 0.06% (n = 320,000); inhibition, % at 10 µM; in the data active = inhibition above about 10%, passing the limit was not always enough; inconclusive = no clear call, values can overlap the other calls
Target sequence (P9WIQ1 whole entry, looked up): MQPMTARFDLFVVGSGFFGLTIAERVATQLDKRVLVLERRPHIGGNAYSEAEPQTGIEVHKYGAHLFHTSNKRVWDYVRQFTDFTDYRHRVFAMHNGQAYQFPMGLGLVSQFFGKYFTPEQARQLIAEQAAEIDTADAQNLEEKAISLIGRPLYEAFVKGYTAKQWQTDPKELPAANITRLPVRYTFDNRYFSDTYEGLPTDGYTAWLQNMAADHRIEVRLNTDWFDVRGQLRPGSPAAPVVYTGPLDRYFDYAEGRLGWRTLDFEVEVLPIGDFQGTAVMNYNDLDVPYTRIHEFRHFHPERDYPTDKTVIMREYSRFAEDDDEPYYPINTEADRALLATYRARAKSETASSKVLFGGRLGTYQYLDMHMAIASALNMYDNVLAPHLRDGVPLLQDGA
TcdB inh = blocks C. difficile toxin B glycohydrolase activity; TcdB glycohydrolase enzymatic assay, plate reader; AID 652162; actives 0.24% (n = 350,000); inhibition, % at 9.99 µM; in the data active = inhibition above about 10%
FadD28 FP inh = blocks FadD28 binding to the bisubstrate probe; fluorescence polarization; inhibition, % at 12.5 µM; actives 0.22% (n = 360,000); in the data active = inhibition above about 8.5%, passing the limit was not always enough; inconclusive = no clear call, values can overlap the other calls
FBA Mtb inh = inhibitors of M. tuberculosis fructose-bisphosphate aldolase | P9WQA3 | purified M. tuberculosis FBA, fluorescence read-out | inhibition, % at 1 µM | actives 2.3% (n = 360,000); in the data active = inhibition above about 27%;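 also: 0% = vehicle and 100% = reference inhibitor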
Target sequence (P9WQA3 whole entry, looked up): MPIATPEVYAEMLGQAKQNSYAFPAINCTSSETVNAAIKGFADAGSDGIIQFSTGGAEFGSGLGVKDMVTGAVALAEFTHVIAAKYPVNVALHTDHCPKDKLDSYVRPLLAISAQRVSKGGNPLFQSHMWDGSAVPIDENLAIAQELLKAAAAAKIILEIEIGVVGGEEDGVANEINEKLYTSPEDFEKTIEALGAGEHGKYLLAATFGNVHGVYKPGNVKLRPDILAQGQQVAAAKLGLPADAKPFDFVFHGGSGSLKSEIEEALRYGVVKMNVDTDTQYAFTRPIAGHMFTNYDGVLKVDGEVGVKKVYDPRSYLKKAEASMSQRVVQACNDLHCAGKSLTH
Yp Topo-I inh = Y. pestis Topo-I inhibition via cleavage products; actives 0.064% (n = 360,000); Y. pestis Topo-I cleavage product accumulation, plate reader; activity, % at 10 µM; in the data active = activity above about 50%, passing the limit was not always enough; inconclusive = no clear call, values can overlap the other calls; also: inactives centre near 2
GDH-TPI counter = GDH-TPI coupled enzyme inhibition counter-screen; GDH-TPI coupled enzyme counterscreen, NADH absorbance; inhibition, % at 4.8 µM; actives 1.2% (n = 360,000); AID 588335; in the data active = inhibition above about 30%;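 also: 0% = DMSO wells and 100% = wells lacking the enzyme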
Vc quorum ag = induces V. cholerae light production without autoinducers | V. cholerae BH1578 lux reporter, luminescence, 6 h | activation, % at 18.7 µM | actives 0.16% (n = 350,000) | AID 588436; in the data active = activation mostly above about 9.7%, no sharp cut-off; inconclusive = no clear call, values can overlap the other calls; inactive = mostly below about 3.7%; also: not every result past the cut was called active; inactives centre near 0; reference of the scale not given here
Numbers without * were called inactive; i = inactive; ? = inconclusive; · = not tested or not shown. Compounds were not picked by outcome; about 4.6% have a hit in one of these screens.

SMILES	Mtb BioA inh	PfHsp40 rescue	UGM FP inh	TcdB inh	FadD28 FP inh	FBA Mtb inh	Yp Topo-I inh	GDH-TPI counter	Vc quorum ag
COc1ccc2c(c1)c(C(=O)O)c(C)n2C(C)C	-2.6	0.9	2.5	·	-3.2	3	-2	-4	i
Nc1nc(NC(=O)c2ccco2)nn1-c1ccccc1	-0.8	-1.1	1.4	·	-3.2	2	3	6	i
Cc1ccc(NC(=O)CS(=O)CC(=O)N2CCN(C3CCCC3)CC2)cc1 (centres undefined)	-1.7	0.9	-2.0	2.1	-4.3	2	5	-10	-0.2
COc1ccc(-c2cnn3c(N)c(S(=O)(=O)C(C)(C)C)cnc23)cc1	-0.5	1.4	-5.3	·	-2.7	1	-7	0	i
CC(C)(C)c1ccc(C(=O)Nn2cnnc2)cc1	6.0	-1.2	0.2	1.1	-1.8	2	0	7	-0.3
O=c1c2ccccc2oc2cc(C#Cc3ccccn3)ccc12	0.6	0.3	-2.6	1.1	-4.5	-2	-3	8	-5.0
COC(=O)CC1=NN(c2ccccc2)C(=O)C1	·	0.7	-4.8	-0.6	-2.9	1	-9	-5	-1.1
CCOc1ccc(NC(=O)CN2CCc3cc4c(cc3C2)OCCCO4)cc1OCC	-0.8	-1.4	0.9	0.3	-2.0	-1	7	4	-0.3
CN(CCOc1ccc(Cl)cc1)C(=O)CN1C(=O)NC2(CCCCC2)C1=O	·	1.4	-0.7	1.4	-0.8	-2	2	4	i
COc1ccc(C)cc1NC(=O)c1cccc(C(=O)Nc2cc(C)ccc2OC)n1	-1.0	0.1	-1.1	-0.4	-2.2	0	-11	2	-0.1
C#CCNC(=O)C1=C[C@@H](C)C[C@@H](OCc2ccc(CO)cc2)O1	-0.7	-1.0	-1.8	0.2	-0.1	4	-2	-11	i
O=C(COC(=O)c1nc(-c2ccccc2)n(-c2cccc(C(F)(F)F)c2)n1)NCc1cccs1	·	0.8	5.0	-0.1	-2.6	7	2	8	i
O=C(c1ccc(NS(=O)(=O)c2ccc(F)cc2)cc1)N1CCCCCC1	-0.7	-0.2	0.1	0.6	-0.9	-1	7	-7	-0.2
Cc1ccc(C(=O)NC(C)C2CCCO2)o1 (centres undefined)	-0.1	0.1	1.2	1.1	-0.5	-2	2	2	-1.2
OC[C@@H]1CN(CCN2CCOCC2)C[C@H](n2cnc3c(NC4CCC4)ncnc32)O1	-1.1	·	·	-0.6	-0.3	-2	2	10	i
O=C(CC1SCCNC1=O)Nc1ccc(Cl)cc1 (centres undefined)	·	1.8	0.7	1.3	-0.3	-4	-3	0	i
CCOC(=O)c1sc(NC(=O)Cc2ccccc2OC)nc1C	0.0	-0.2	-0.7	0.9	-0.6	3	5	3	-0.4
CC1(Oc2cccnc2Cl)CCN(Cc2ccc(OC(F)(F)F)cc2)C1 (centres undefined)	7.1	·	·	1.2	-1.2	8	2	8	-0.7
CC(C)(C)SCCNS(=O)(=O)c1ccccc1	-0.7	-0.4	0.4	2.4	-2.7	2	1	13	-6.7
CCC(C)NC(=O)CCn1c(=O)c2cccn2c2ccc(F)cc21 (centres undefined)	-1.2	0.2	-4.4	1.1	0.5	2	-4	7	1.2
Cc1cc(Cl)c(S(=O)(=O)NCC2CCCO2)cc1OCC(=O)NC1CCCCC1 (centres undefined)	·	-0.2	0.2	·	-0.8	3	-11	6	-0.3
CCN(C(=O)c1cc(OC)c(OC)c(OC)c1)C1CCCCC1	2.9	·	·	1.0	?	0	4	12	-0.3
Cc1nn(Cc2c(F)cccc2Cl)c(C)c1NC(=O)C1CC1	·	-0.6	2.4	·	0.5	1	0	3	i
COc1ccc(C(=O)Nc2ccc(OCc3ccccc3)cc2)cc1[N+](=O)[O-]	-2.6	1.7	0.6	·	-2.1	2	7	8	-0.7
O=C1N/C(=N\S(=O)(=O)c2ccccc2)S/C1=C\c1cc([N+](=O)[O-])ccc1O	-1.5	8.2	-8.2	-0.7	19*	-18	2	10	-0.5
CCC(C)(C)NC(=O)C(c1ccccn1)N(C(=O)c1csnn1)c1ccc(C)cc1 (centres undefined)	·	1.0	2.7	0.1	-1.4	1	6	-1	i
COCCCN(CC(=O)O)S(=O)(=O)c1cccc(Cl)c1	-0.3	0.5	-2.1	1.2	-3.7	-1	-3	-5	-0.3
Cc1cc(C(=O)Nc2ccccc2C(=O)O)c(C)o1	-1.1	-1.8	0.2	1.0	-2.6	2	4	2	-3.6
COc1ccc(OCC(=O)N2CC3(C)CC2CC(C)(C)C3)cc1 (centres undefined)	0.7	-0.6	0.3	·	-1.3	2	16	-3	i
CN(C(=O)CN1C(=O)S/C(=C\c2ccccc2F)C1=O)C1CCS(=O)(=O)C1 (centres undefined)	-2.0	-0.6	-0.8	0.7	-2.7	-4	-5	9	i
O=C(O)Cc1coc2cc3c(cc12)CCC3	0.2	0.8	-2.9	1.2	0.4	4	5	-9	i
CCN(C(=O)CSc1nnc(-c2ccco2)n1Cc1ccccc1)C1CCS(=O)(=O)C1 (centres undefined)	3.7	-0.7	·	-1.5	-1.9	3	-4	1	-6.2
O=C(O)COc1ccc(=O)n(-c2ccccc2)n1	-0.6	0.6	2.1	·	-0.9	2	0	14	0.5
CCOC(=O)c1sc(=S)n(CC)c1NC(=O)c1ccccc1	0.5	·	1.8	-0.2	1.4	1	-10	18	-0.5
O=C(CCNC(=O)c1ccccc1)Nc1ccc(Cl)c(S(=O)(=O)N2CCCCC2)c1	1.7	2.9	-1.2	-0.1	-1.5	-3	2	0	-0.8
Cc1ccc(C(C(=O)NCc2ccco2)N(Cc2ccco2)C(=O)CNC(=O)c2ccco2)cc1 (centres undefined)	2.9	0.0	-0.7	·	-0.8	6	-10	-2	i
O=C(N/N=C/c1ccccn1)c1cc(-c2ccc(Cl)s2)[nH]n1	-0.3	0.6	-0.2	-4.5	-3.3	0	3	-2	i
Cc1ccc(Nc2nc(N)nc(CC#N)n2)cc1	-0.5	0.1	0.0	·	-0.7	1	0	9	i
CCN(CC)C(=O)C1CCCN(C/C(C)=C/c2ccccc2)C1 (centres undefined)	-0.2	-0.2	3.3	1.5	-1.4	5	-2	8	i
COc1ccc(CCN2CNc3c(c(=O)n(C)c(=O)n3C)C2)cc1	3.4	-1.2	1.4	·	-2.1	-1	0	10	3.8
Cc1nn(-c2ccccc2Cl)c(Cl)c1/C=N/Nc1nc2ccccc2s1	·	?	1.7	·	-3.3	1	1	1	-0.2
CC(NC(=O)c1ccc(OC2CCN(Cc3ccccn3)CC2)cc1)c1ccccc1 (centres undefined)	-0.7	1.0	-1.2	1.5	-3.3	-1	3	-7	i
CCOC(=O)Cn1c(S(=O)(=O)Cc2cccc(F)c2)nc(-c2ccccc2)c1-c1ccccc1	-1.5	0.4	-2.9	·	-2.5	4	3	13	-0.6
COc1ccc(CC(=O)OCC(=O)c2ccc(OC)c(OC)c2)cc1	-0.8	2.0	1.7	0.5	-2.5	-1	0	-3	1.1
Cc1c2cnn(CC(=O)Nc3cccc(C(F)(F)F)c3)c(=O)c2c(C)n1Cc1ccccc1F	1.3	-1.1	-0.9	·	-1.3	2	-4	-1	-0.2
Cc1ccc(C)c(-n2c(SCC(=O)NCC3CCCO3)nnc2-c2ccoc2C)c1 (centres undefined)	-1.0	0.4	-2.1	·	-5.1	4	16	3	10
CCC(=O)N1CCCC(C)(C(=O)Nc2ccc(C)c(C)c2)C1 (centres undefined)	-1.1	·	·	0.3	-1.7	0	-11	-4	i
COc1ccccc1N1C(=O)C(Cl)=C(Nc2ccccc2O)C1=O	·	92*	·	·	-3.3	-2	-14	3	-0.1
O=C(CN1CCN(c2ccc(F)cc2)CC1)Nc1ccccc1	4.9	-0.7	0.4	-1.0	0.4	1	12	1	6.1
CC(C)N(C(=O)c1ccc2nc(-c3ccccc3)c(-c3ccccc3)nc2c1)C(C)C	·	-0.4	-0.9	·	-0.1	23	14	17	-0.3

(further entries)
SMILES	Mtb BioA inh	PfHsp40 rescue	UGM FP inh	TcdB inh	FadD28 FP inh	FBA Mtb inh	Yp Topo-I inh	GDH-TPI counter	Vc quorum ag
O=S(=O)(c1ccc2c(c1)CCN2)N1CCOCC1	-0.9	-0.1	0.7	-0.6	-0.3	-1	1	-10	i
Clc1cccc(OCCCn2ccnc2)c1	-0.1	-1.3	-2.5	2.0	-0.3	3	4	-7	-0.3
O=C(N/N=C/c1ccc(O)c2ccccc12)c1cccnc1	·	-0.4	0.2	-1.4	3.7	-1	-7	17	-0.2
O=C(NC1CCCC1)C1CCC(=O)N1C1CCCCC1 (centres undefined)	·	0.2	-0.2	1.1	0.8	1	0	4	-0.2
Cc1cc(NC(=O)COC(=O)CCCOc2ccc(Cl)cc2C)no1	-2.3	1.4	0.0	·	-1.9	3	3	7	-0.5
COc1ccc(N2C(=O)C(CC(N)=O)N(NC(=O)CCc3ccccc3)C2=O)cc1 (centres undefined)	-4.6	-0.5	-2.3	0.5	1.2	1	-1	22	i
Cc1cc(=O)oc2c3c(cc(OCC(=O)N[C@@H](CC(C)C)C(=O)O)c12)OC(C)(C)CC3	1.3	-0.2	3.8	0.5	0.0	39*	-3	11	-8.3
O=C(/C=C/c1ccccc1)NC(=S)NNC(=O)c1cnccn1	-0.2	16	0.3	1.0	-1.3	5	0	41*	i
COCCn1c(SCC(=O)c2ccc(F)cc2)nnc1C(C)C	-1.9	0.0	3.3	·	-1.1	0	2	-2	-0.3
CC(C)OC(=O)CC(=O)CSc1nc2c(cc1C#N)CCCCC2	7.9	0.1	4.0	·	0.3	13	20	16	i

7 entries picked at random from the list so far:
SMILES	Mtb BioA inh	PfHsp40 rescue	UGM FP inh	TcdB inh	FadD28 FP inh	FBA Mtb inh	Yp Topo-I inh	GDH-TPI counter	Vc quorum ag
Cc1cc(=O)oc2c3c(cc(OCC(=O)N[C@@H](CC(C)C)C(=O)O)c12)OC(C)(C)CC3	1.3	-0.2	3.8	0.5	0.0	39*	-3	11	-8.3
COc1ccc(N2C(=O)C(CC(N)=O)N(NC(=O)CCc3ccccc3)C2=O)cc1 (centres undefined)	-4.6	-0.5	-2.3	0.5	1.2	1	-1	22	i
CC(C)OC(=O)CC(=O)CSc1nc2c(cc1C#N)CCCCC2	7.9	0.1	4.0	·	0.3	13	20	16	i
Cc1cc(NC(=O)COC(=O)CCCOc2ccc(Cl)cc2C)no1	-2.3	1.4	0.0	·	-1.9	3	3	7	-0.5
COCCn1c(SCC(=O)c2ccc(F)cc2)nnc1C(C)C	-1.9	0.0	3.3	·	-1.1	0	2	-2	-0.3
O=C(NC1CCCC1)C1CCC(=O)N1C1CCCCC1 (centres undefined)	·	0.2	-0.2	1.1	0.8	1	0	4	-0.2
O=C(/C=C/c1ccccc1)NC(=S)NNC(=O)c1cnccn1	-0.2	16	0.3	1.0	-1.3	5	0	41*	i

The results go on:
SMILES	Mtb BioA inh	PfHsp40 rescue	UGM FP inh	TcdB inh	FadD28 FP inh	FBA Mtb inh	Yp Topo-I inh	GDH-TPI counter	Vc quorum ag
N#Cc1c(SCC(N)=O)nc2c(c1-c1ccc(O)cc1)CCCC2	-0.6	-0.6	-0.2	-0.6	-1.6	4	-11	7	i
COc1cccc(C(=O)NCC2(c3ccccc3)CCCC2)c1	-1.1	0.0	-0.5	2.8	-5.4	2	18	-1	-0.2
O=C(CNC(=O)c1ccccc1F)NCCOc1cccc(Cl)c1Cl	-3.5	1.4	-0.6	·	-2.2	2	6	12	-2.4
O=C(Nc1ccc(Cl)cn1)c1cccc2c(Br)cccc12	-1.2	-0.8	0.4	0.1	-3.4	-3	-4	6	0.6
Cc1nn(Cc2ccc(Cl)cc2Cl)c(Cl)c1C(=O)O	·	0.7	-7.0	2.3	-2.8	4	-2	0	-0.2
C=C1CC2C3CC[C@@]4(OCOC45COCO5)[C@@]3(C)C(O)CC2[C@@]2(C)CCC(=O)C=C12 (some centres undefined)	-1.0	1.6	3.8	·	-3.7	0	21	0	i
NC(=O)CN1N=C(c2cc(Cl)sc2Cl)CSC1=O	-0.4	-1.6	1.2	·	-0.1	-2	5	12	·
Cc1ccc(CSc2nc3ccccc3c(=O)n2CCCC(=O)NCc2ccco2)cc1	-0.6	-1.1	1.2	·	1.5	0	8	8	-0.3
Cc1ccc(OCCCC(=O)Nc2nccs2)cc1	-2.1	-0.7	0.7	·	-1.9	1	1	-2	i
